Assay outcomes from PubChem.
Pol iota inh – blocks human DNA polymerase iota activity. Pol iota fluorescent replication assay, 10 min. hit rate 1% among 390,000. Q9UNA4. Potency, µM (doses to about 115 µM), for inactives: at the top dose activity, negative = inhibition, most hits filed as inhibitors
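Pol iota at 10 nM preincubated 15 min with compounds at room temperature; reaction started with fluorescent substrate, 50 nM final. Fluorescence read kinetically at 0 and 10 min; buffer-only wells as negative control.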
G9a block – G9a (human) methyltransferase inhibition. Q96KQ7. G9a H3K9 monomethylation, AlphaScreen, 2 h. Potency, µM (top dose mostly 102 µM), without a hit: at the highest dose activity, negative = inhibition, usual class: inhibitors. hit rate 8.8% among 350,000. AID 504332; also: % is scaled to controls: 0 for no effect and ±100 for the full control effect; nearly all actives have a fitted effect of over 75% in size
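AlphaScreen read-out: biotin-H3K9 peptide (500 nM) methylation by 20 nM enzyme with 20 uM SAM, 2 h at room temperature after 15 min compound preincubation; anti-monomethyl H3K9 antibody plus donor/acceptor beads, 10 min dark.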
APE1 inh – inhibitors of human APE1 endonuclease; Potency, µM (doses to about 65.8 µM), inactives show top-dose activity change, negative = inhibition, hits mostly inhibitors; P27695; recombinant APE1, TAMRA/BHQ-2 abasic DNA cleavage fluorescence; hit rate 0.35% among 350,000; AID 2517;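 also: plate controls were vehicle for no effect and reference inhibitor for full effect; nearly all actives have a fitted effect of over 55% in size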
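Incision of a quenched TAMRA/BHQ-2 THF abasic-site duplex (50 nM) by 0.75 nM APE1, after 15 min compound preincubation, measured as fluorescence increase over three 60 s reads. Values normalized to buffer, DMSO and NSC13755 control wells.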
Anesthetic bind – candidate novel general anesthetic via apoferritin binding. AID 485281. hit rate 0.074% among 350,000. Potency, µM (doses to about 77.5 µM), for inactives: at the highest dose activity change, negative = displacement, hits mostly inhibitors. P02791. apoferritin/1-aminoanthracene competitive binding, fluorescence; also: % is scaled to controls: 0 for no effect and ±100 for the full control effect; nearly all actives have a fitted effect of over 20% in size
Target sequence (P02791 2-175 limits assumed): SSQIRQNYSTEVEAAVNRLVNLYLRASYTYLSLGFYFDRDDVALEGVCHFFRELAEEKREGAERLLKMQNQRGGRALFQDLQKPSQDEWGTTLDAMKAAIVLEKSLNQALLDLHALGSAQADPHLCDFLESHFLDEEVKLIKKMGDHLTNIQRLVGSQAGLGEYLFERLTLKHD
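10 uM apoferritin + 50% sat. 1-AMA, PBS; cpd 10 min RT; Ex380/Em535 endpoint; normalized to free probe vs complex; 4-param Hill fit; propofol titration as pos. ctrl.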
BLM inh – inhibitors of human Bloom syndrome helicase BLM. P54132. recombinant BLM DNA unwinding, fluorescence dequenching. Potency, µM (doses to about 56.1 µM), for the others: at the top dose activity change, negative = inhibition, usual class: inhibitors. hit rate 0.2% among 350,000. AID 2528;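 also: plate controls were vehicle for no effect and no enzyme for full effect; nearly all actives have a fitted effect of over 35% in size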
BAZ2B inh – inhibitors of human BAZ2B bromodomain | Q9UIF8 | AID 504333 | hit rate 4.4% among 360,000 | Potency, µM (titrated, usually from 114 µM), for inactives: top-dose activity change, negative = inhibition, hits mostly inhibitors | AlphaScreen BAZ2B-H3K14Ac peptide displacement; also: % is scaled to controls: 0 for no effect and ±100 for the full control effect; nearly all actives have a fitted effect of over 60% in size
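In this displacement format the biotinylated H3(5-23) peptide acetylated at Lys14 serves as ligand at 50 nM, with BAZ2B at 50 nM in PBS pH 7.4 containing 0.01% Tween-20. Donor and acceptor beads are 10 ug/mL final.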
POLH inh – inhibitors of human DNA polymerase eta. hit rate 1.2% among 390,000. Potency, µM (top dose mostly 114 µM), inactives show at the highest dose activity change, negative = inhibition, most hits filed as inhibitors. recombinant Pol eta, fluorescent DNA replication assay. AID 588591; also: % is scaled to controls: 0 for no effect and ±100 for the full control effect
Target sequence (Q9Y253 whole entry, looked up): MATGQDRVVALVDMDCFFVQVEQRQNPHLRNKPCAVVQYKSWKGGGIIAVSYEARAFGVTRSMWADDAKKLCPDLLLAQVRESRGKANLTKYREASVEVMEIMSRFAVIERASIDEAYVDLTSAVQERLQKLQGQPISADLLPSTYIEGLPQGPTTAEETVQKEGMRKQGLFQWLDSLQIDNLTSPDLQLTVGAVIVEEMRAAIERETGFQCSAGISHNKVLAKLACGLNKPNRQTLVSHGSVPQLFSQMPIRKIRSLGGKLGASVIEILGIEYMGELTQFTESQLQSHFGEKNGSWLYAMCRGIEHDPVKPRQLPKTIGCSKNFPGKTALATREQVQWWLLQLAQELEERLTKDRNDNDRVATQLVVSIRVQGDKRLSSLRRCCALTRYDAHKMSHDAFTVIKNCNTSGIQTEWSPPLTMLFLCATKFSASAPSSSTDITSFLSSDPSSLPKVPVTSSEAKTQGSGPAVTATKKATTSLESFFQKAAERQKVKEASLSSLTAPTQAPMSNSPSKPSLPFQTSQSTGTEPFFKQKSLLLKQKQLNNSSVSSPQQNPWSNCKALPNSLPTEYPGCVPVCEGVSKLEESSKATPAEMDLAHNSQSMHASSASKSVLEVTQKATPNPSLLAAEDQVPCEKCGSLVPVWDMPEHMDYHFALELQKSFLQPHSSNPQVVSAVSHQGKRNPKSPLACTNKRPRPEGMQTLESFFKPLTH
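Pol eta at 10 nM preincubated with compounds 15 min at room temperature; reaction started with fluorescent substrate (50 nM final) and read kinetically at 0 and 10 min.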
POLB inh – inhibitors of human DNA polymerase beta | Pol beta primer extension/strand displacement, fluorescence kinetic | hit rate 1.3% among 340,000 | Potency, µM (top dose mostly 114 µM), for the others: top-dose activity change, negative = inhibition, hits mostly inhibitors | P06746 | AID 485314; also: % is scaled to controls: 0 for no effect and ±100 for the full control effect
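10 nM enzyme + cpd, 15 min RT; start with substrate 50 nM final; read 0 min and after 10 min RT. Corrected, normalized data; 4-parameter Hill curve fit.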
Pol kappa inh – blocks human DNA polymerase kappa activity; purified Pol kappa, fluorescent DNA synthesis assay, 10 min; Potency, µM (highest dose often 107 µM), for the others: top-dose activity, negative = inhibition, actives largely listed as inhibitors; hit rate 0.53% among 400,000; also: % is scaled to controls: 0 for no effect and ±100 for the full control effect
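Fluorescent qHTS in 1536-well format: enzyme (10 nM) and compound sat 15 min at room temperature before 50 nM substrate (final) was added. Signal taken at 0 and 10 min; no-enzyme buffer wells were negative controls.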
* = called active by the depositor; ? = inconclusive; · = no result given; & = joins results of further samples; ! = repeats disagree; [ ] = dose if it differs, or a comment. Calls follow the shape of the dose curve; as a rule, active = well fitted curve in the direction sought with a large enough effect; inconclusive = small, poorly fitted or top-dose-only effect, or another doubt; inactive = no such curve, though single readings can be large; an effect the other way counts as inactive or inconclusive. Potency is read from the fitted curve at half-maximal effect. An excerpt, so the mix of outcomes need not match the whole.

SMILES	Pol iota inh	G9a block	APE1 inh	Anesthetic bind	BLM inh	BAZ2B inh	POLH inh	POLB inh	Pol kappa inh
CCOC(=O)c1c(C)oc2nc(C)nc(N3CCN(c4ccc(C)cc4C)CC3)c12	?	-41%[59 µM]	·	45%[activator]	-15%	-28%[57.1 µM]	-15%	0%	-5%
COc1ccc(C)cc1N(C(=O)c1snc(C(N)=O)c1N)C(C(=O)NC1CCCC1)c1ccc(F)cc1 (centres undefined)	56%[activator]	14%[59 µM]	-11%[12.4 µM]	-16%	-12%	7%	?	-16%	-13%
Cc1ccc(NC(=O)Cn2c(=O)n(Cc3ccccc3)c(=O)c3sc4ccccc4c32)cc1	-2%	-11%[59 µM]	·	-9%	-2%	1%	-15%	-1%	-17%
Cc1ccc(N(C(=O)Cn2nnc(-c3ccc(C)o3)n2)C(C(=O)NC2CCCC2)c2ccco2)cc1 (centres undefined)	-8%	-47%[12.7 µM]	?	2%	-2%	12%	-6%	0%	-5%
CCc1nc2ccccc2c(C(=O)OCC(=O)N(CCOC)c2c(N)n(Cc3ccccc3)c(=O)[nH]c2=O)c1C	24%	-44%	38%	·	·	-24%	-12%	·	4%
C=C(C)C(=O)Nc1cccc(C2=NOC3(C2)C[C@@H](C(N)=O)N(C(=O)/C=C/CC)C3)c1 (some centres undefined)	16µM*	?	0%	-7%	2%	7.1µM*	7.9µM*	3.5µM*	28µM*
CC1=NC(C)Cc2ccccc21 (centres undefined)	11%	-33%[59 µM]	10%	-5%	-2%	9%	-10%	16%	-2%
COc1ccccc1CN1CCCC2(CCN(C(C)=O)CC2)C1	·	-3%[12.7 µM]	-6%	·	-8%	·	·	·	-10%[60.1 µM]
O=S(=O)(NCc1ccccc1)c1ccccc1Br	-4%&30%	25%[12.7 µM]	1%&-4%	?	0%&-2%	7%	-20%	19%	-20%&14%
COc1ccc(NC(=O)c2ccc(CNS(=O)(=O)c3ccc4c(c3)C(C)(C)C(=O)N4C)cc2)cc1	0%	1%[59 µM]	·	-1%	9%	-1%	-11%	3%	-2%
[N-]=[N+]=CC(=O)CNC(=O)[C@@H](Cc1ccccc1)N1C(=O)c2ccccc2C1=O	9%	-6%[59 µM]	-2%	-13%	1%	-17%	-5%	-21%	5%
C/C=C/c1cc(CN2CCN(c3ccc(OC)cc3)CC2)c(O)c(OC)c1	15%	35µM*	0%	-10%	-17%	28µM*	-11%	0%	-9%
CCc1ccc(C(=O)c2cn(CC(=O)Nc3cc(OC)ccc3OC)c3ccc(Cl)cc3c2=O)cc1	28%	11%[59 µM]	·	-15%	-2%	-3%	-10%	3%	-2%
COC(=O)[C@H]1C[C@@H]1[C@H](NC(=O)c1cccnc1)c1ccccc1	15%	·	-3%	1%	2%	·	-6%	·	-1%
Cc1cc(C)cc(NC(=O)c2cccc(N3CCCS3(=O)=O)c2)c1	13%	1%[59 µM]	·	-13%	-1%	-3%	-11%	-2%	-6%
O=C(NCCC1=CCCCC1)C1CCC(=O)N(Cc2cccc(C(F)(F)F)c2)C1 (centres undefined)	18%	64%[activator]	20%	-17%	-2%	8%	-23%	9%	-13%
CC(=O)NC(C)c1ccc(C(=O)CSc2nnc(C3CC3)n2C2CC2)cc1 (centres undefined)	-1%	25%[2.33 µM]	11%	·	·	2%	7%	·	2%
Cc1n[nH]c(=O)c2c(NC(=O)CSc3nc4ccccc4c(=O)n3-c3ccc(OC(F)F)cc3)oc(C)c12	19%	4%[0.501 µM]	7%	·	·	0%	-4%	·	-17%
COC(=O)c1c(C(=O)OC)c(-c2ccc(Br)cc2)n2c1CS(=O)C2 (centres undefined)	-2%	5%[2.33 µM]	55%	-7%	-2%	13%	-8%	12%	-9%
Nc1nnc(SCC(=O)Nc2cc(F)ccc2F)s1	16%	8%[2.33 µM]	46%[activator]	·	·	3%	-15%	·	-3%
CCOC(=O)N1C(COCc2ccccc2)C=CCS1(=O)=O (centres undefined)	0%	·	-6%	-1%	-1%	·	·	·	7%
N#CC(c1ccc(Cl)cc1)c1nc2ccccc2nc1C(F)(F)F (centres undefined)	-11%	·	0%	?	2%	-19%	-24%	?	-4%
Cc1ccc(N2C(=O)N(CC(=O)Nc3cccc(C)c3C)C(=O)C2C)cc1 (centres undefined)	5%	-41%	7%	·	·	3%	-10%	·	-6%
CC(OC(=O)CCc1ccccc1)C(=O)Nc1ncc(Cl)cc1Cl (centres undefined)	32%[activator]	15%[12.7 µM]	-21%	-13%	-4%	3%	-22%	3%	-1%
Clc1ccc(-c2ccccc2)nn1	77%[activator]	-1%	-6%	-9%	-4%	0%	-8%	38%	-4%

Following part:
SMILES	Pol iota inh	G9a block	APE1 inh	Anesthetic bind	BLM inh	BAZ2B inh	POLH inh	POLB inh	Pol kappa inh
Cc1ccccc1NC(=O)C1CC(=O)N(Cc2ccccc2)C1 (centres undefined)	83%[activator]	1%	-2%	-1%	-2%	-14%	-2%	-12%	-7%
CCOC(=O)c1cc2c(=O)n3ccccc3nc2n(Cc2ccco2)c1=NC(=O)c1ccc(OC)cc1	22µM*!	-12%	-7%	-5%&5%	?	-8%&-5%	-16%&-8%	33%[activator]	?
COC(=O)[C@]1(Cc2ccccc2)N[C@H](CN(C)C(=O)c2ccccc2)[C@@H]2C(=O)N(C)C(=O)[C@@H]21	-17%	·	-4%	·	·	·	-12%	·	0%
Cc1cc(C)c(S(=O)(=O)N2CCN(S(=O)(=O)N3CCCCCC3)CC2)c(C)c1	86%[activator]	-3%[59 µM]	73%[activator][12.4 µM]	-3%	0%	25%	-25%	3%	2%
O=C(NO)C1CC2C=CC1C2 (centres undefined)	?	?	-4%	-11%	1%	1%	-9%	2%	-6%
CCc1nnc(NC(=O)C2CCCCN2S(=O)(=O)c2ccccc2)s1 (centres undefined)	113%[activator]	0%	10%	-5%	-2%	-13%	-10%	33%[activator]	-10%
COc1cccc(NC(=O)CSc2nnc3ccc(-c4ccccn4)nn23)c1	0%	-7%[12.7 µM]	10%	·	·	-5%	-4%	·	-21%
O=C(CSc1oc(-c2ccco2)nc1S(=O)(=O)c1ccc(Cl)cc1)NCC1CCCO1 (centres undefined)	?	45µM*	-2%	-17%	0%	-1%	79µM*	17%	-16%
Cc1ccc(N(CC(=O)N2CCN(c3cc(C)ccc3C)CC2)S(=O)(=O)c2c(C)nn(C)c2C)cc1	?	?	·	5%	-14%	·	-20%	4%	-35%
COc1ccc(C2(c3ccc(OC)cc3)NC(=O)N(CC(=O)Nc3ccccc3)C2=O)cc1	85%[activator]	-2%[59 µM]	9%[12.4 µM]	-10%	-13%	-17%	-25%	?	-7%
CCC(=O)N1CCN(C(C)=O)C1c1ccccc1 (centres undefined)	-6%	-2%[12.7 µM]	-1%	-7%	-2%	2%	-13%	-1%	13%
CC1CCCC(NC(=O)CN(C)CC(=O)Nc2ccc(F)cc2)C1C (centres undefined)	2%	-2%[0.501 µM]	-6%	·	·	7%	-24%	·	2%
CCOC(=O)C1=C(N)N(c2cc(S(=O)(=O)N3CCOCC3)ccc2Cl)C(=O)C1	3%	0%[59 µM]	-5%	-8%	-10%	?	1%	-21%	-4%
COc1cccc(C(C(=O)NC2CCCC2)N(C(=O)c2ccco2)c2ccccc2F)c1OC (centres undefined)	38%[activator]	-2%	-2%	5%	-7%	-2%	4%	0%	1%
CCOc1ncccc1C(=O)NCc1ccc(OC)cc1	18%	-23%[12.7 µM]	4%	-7%	0%	-2%	-9%	8%	2%
CCC(C)N(C(=O)c1csnn1)C(C(=O)NCc1ccc(F)cc1)c1ccco1 (centres undefined)	17%	-15%	3%	-12%	-1%	5%	-22%	31%	-1%
COCCOC(=O)C1=C(N)OC2=C(C(=O)CC(C)(C)C2)C1c1cccnc1 (centres undefined)	11%	-3%[12.7 µM]	-1%	1%	2%	4%	2%	-27%	1%
CCOC(=O)c1c(C)n(C)c2ccc(OCC(O)CN3CCN(C)CC3)cc12 (centres undefined)	-10%	?	-3%	-9%	31%[activator]	-32%	-8%	0%	9%

Record cards, as listed above. Screens in order: Pol iota inh | G9a block | APE1 inh | Anesthetic bind | BLM inh | BAZ2B inh | POLH inh | POLB inh | Pol kappa inh
`CCc1nnc(NC(=O)C2CCCCN2S(=O)(=O)c2ccccc2)s1` (centres undefined) reads 113%[activator] | 0% | 10% | -5% | -2% | -13% | -10% | 33%[activator] | -10%
`COc1ccc(C2(c3ccc(OC)cc3)NC(=O)N(CC(=O)Nc3ccccc3)C2=O)cc1` reads 85%[activator] | -2%[59 µM] | 9%[12.4 µM] | -10% | -13% | -17% | -25% | ? | -7%
`CCC(C)N(C(=O)c1csnn1)C(C(=O)NCc1ccc(F)cc1)c1ccco1` (centres undefined) reads 17% | -15% | 3% | -12% | -1% | 5% | -22% | 31% | -1%
`CCOC(=O)c1cc2c(=O)n3ccccc3nc2n(Cc2ccco2)c1=NC(=O)c1ccc(OC)cc1` reads 22µM*! | -12% | -7% | -5%&5% | ? | -8%&-5% | -16%&-8% | 33%[activator] | ?

An excerpt of these results, with values under each structure:
Order of results – Pol iota inh, G9a block, APE1 inh, Anesthetic bind, BLM inh, BAZ2B inh, POLH inh, POLB inh, Pol kappa inh
> COc1cccc(C(C(=O)NC2CCCC2)N(C(=O)c2ccco2)c2ccccc2F)c1OC (centres undefined)
    38%[activator], -2%, -2%, 5%, -7%, -2%, 4%, 0%, 1%
> CCOc1ncccc1C(=O)NCc1ccc(OC)cc1
    18%, -23%[12.7 µM], 4%, -7%, 0%, -2%, -9%, 8%, 2%

Looked up above.
CCOC(=O)c1cc2c(=O)n3ccccc3nc2n(Cc2ccco2)c1=NC(=O)c1ccc(OC)cc1 | G9a block = -12%
CCOc1ncccc1C(=O)NCc1ccc(OC)cc1 | Pol kappa inh = 2%
Cc1cc(C)c(S(=O)(=O)N2CCN(S(=O)(=O)N3CCCCCC3)CC2)c(C)c1 | Pol kappa inh = 2%
